Bioassay records (PubChem)
DNA FID counter: fluorescent intercalator displacement, NS3 helicase counter-screen | DNA fluorescent intercalator displacement, fluorescence | inhibition, % at 7.9 µM | hit rate 0.17% among 290,000 | AID 1845; in the data active means inhibition above about 37%;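 further: 0% = vehicle and 100% = reference compound; higher means more ethidium bromide displaced from hairpin DNA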
HCV NS3 hel inh: HCV NS3 helicase inhibition. NS3 helicase DNA unwinding, Cy5 molecular beacon fluorescence. inhibition, % at 10.9 µM. hit rate 0.56% among 290,000. AID 1800;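 active means inhibition above the mean of all tested compounds plus 3 SD, set per campaign, cut at about 35% in these data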;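 further: 0% = DMSO wells and 100% = thioflavine S control wells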
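Test system: hepatitis C virus NS3 helicase domain fragment enzyme. Also added: annealed dual-labelled DNA beacon duplex, ATP-started. Timing: 60 min unwinding reaction at 25 °C after ATP addition. Technique: Cy5 fluorescence. Measure: % inhibition of unwinding.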
NALP1 yeast inh: inhibitors of NALP1 inflammasome in yeast | hit rate 0.61% among 280,000 | AID 2071 | S. cerevisiae NALP1/ASC/caspase-1 growth, X-gal OD620, 72 h | inhibition, % at 10 µM; in the data active means inhibition mostly above about 24%, no sharp cut-off; inactive means mostly below about 32%; further: some compounds called inactive have numbers as strong as hits
M18AAP inhibitor: PfM18AAP enzyme inhibition. hit rate 1.2% among 290,000. inhibition, % at 7.35 µM. recombinant PfM18AAP, H-Glu-NHMec fluorogenic cleavage. AID 1822;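 active means inhibition above the campaign mean inhibition over all tested compounds plus 3 SD, cut at about 28% in these data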;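 further: 0% = plate median of test compound wells and 100% = 2 mM ZnCl2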
MEKK2 WT-MEK5: raises or lowers MEK5 binding to wildtype human MEKK2 PB1 domain | hit rate 1.1% among 290,000 | binding response (% of control), % at 10 µM | Q9Y2U5 | bead flow cytometry, Alexa488-MEK5 binding to MEKK2 WT; actives lie on both sides | AID 1531; in the data active means binding response below about 67% or above about 130%
VIM-2 inh: blocks Pseudomonas aeruginosa VIM-2 metallo-beta-lactamase. hit rate 0.89% among 290,000. purified VIM-2, nitrocefin hydrolysis, epi-absorbance fluorescence. inhibition, % at 5.6 µM;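 active means inhibition above the mean of all tested compounds plus 3 SD, cutoff set per screening run, cut at about 7.5% in these data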;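 further: red hydrolysis product quenches plate fluorescence so inhibitors raise well fluorescence; 0% = enzyme with DMSO and 100% = DMSO without enzyme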
UBC9 SUMO inh: SUMOylation inhibition; P63279; HTRF SUMOylation assay, SAE1/SAE2 + UBC9, in vitro; inhibition, % at 35 µM; hit rate 0.36% among 290,000; AID 2006; in the data active means inhibition above about 50%, passing the limit was not always enough; further: strong numbers were not always called active
Target sequence (P63279 whole entry, looked up): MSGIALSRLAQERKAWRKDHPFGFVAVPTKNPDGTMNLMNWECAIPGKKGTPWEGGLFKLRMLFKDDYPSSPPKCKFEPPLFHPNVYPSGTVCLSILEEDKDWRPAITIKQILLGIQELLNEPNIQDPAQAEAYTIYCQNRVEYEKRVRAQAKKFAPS
MEKK2mut PB1 HTS: signal of MEK5 binding to mutant human MEKK2 PB1 domain | bead flow cytometry, Alexa488-MEK5 binding to MEKK2 mutant | percent response, % at 10 µM | hit rate 0.35% among 290,000 | AID 1530; in the data active means percent response above about 24%, passing the limit was not always enough; further: inactives centre near 1; some results filed as inactive read as strong as hits; reference of the scale not given here
IMP-1 inhibitor: blocks Pseudomonas aeruginosa IMP-1 metallo-beta-lactamase | purified IMP-1, nitrocefin hydrolysis, epi-absorbance fluorescence | inhibition, % at 5.6 µM | hit rate 0.45% among 290,000;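 active means inhibition above the mean plus 3 SD of all compounds in the same screening run, cut at about 4.5% in these data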;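 further: 0% = IMP-1 with DMSO and 100% = DMSO wells lacking enzyme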
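System: purified recombinant IMP-1 beta-lactamase. Medium: Zinc- and detergent-supplemented HEPES buffer, pH 7.1. Compound: one 5.6 µM dose […]. Schedule: 15 min preincubation plus 25 min reaction at 25 °C. Technique: Epi-absorbance fluorescence, 480 nm excitation, 530 nm emission.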
* marks the source's active call; other numbers are inactive results; nt = no result given. An unsorted share of the library; overall some 4.7% were active at least once.

SMILES	DNA FID counter	HCV NS3 hel inh	NALP1 yeast inh	M18AAP inhibitor	MEKK2 WT-MEK5	VIM-2 inh	UBC9 SUMO inh	MEKK2mut PB1 HTS	IMP-1 inhibitor
CC1CCN(C(=S)NC2CC3CCC2C3)CC1 (stereo not drawn)	-2.2	-7.5	16.2	-1.6	111.0	-2.0	0.1	14.0	-0.1
COc1ccc(CCNC(=O)C2CCN(S(C)(=O)=O)CC2)cc1OC	-3.1	-0.8	26.6	0.1	100.0	-2.6	-10.2	1.0	-0.9
COc1ccc2c(c1)[nH]c1c(=O)n(CCc3cnc[nH]3)cnc12	-1.3	-2.4	7.0	-11.9	99.0	1.0	3.2	0.0	0.2
N#CC(=C1CCCC1)c1nc(-c2ccc(Cl)cc2)cs1	0.0	0.9	-5.3	0.2	105.0	-4.1	-14.8	14.0	-3.3
COc1ccc(NS(=O)(=O)c2cc(NC(=O)c3ccc(=O)[nH]c3)ccc2N2CCOCC2)cc1	-10.6	-2.2	24.4	2.5	90.0	-1.7	-6.0	-9.0	-1.0
CCN1CCN(c2ncnc3c2oc2nc(C)c4c(c23)CC(C)(C)OC4)CC1	-1.9	5.6	nt	-6.3	nt	-0.1	nt	nt	-2.0
O=C(CSc1nnc(C2CC2)n1-c1ccccc1)NCCc1ccccc1	-19.9	-4.1	-8.2	1.5	97.0	-2.8	-11.5	-1.0	-2.8
CC(=O)c1ccc(OCCCN2CCCCC2)cc1	11.7	1.5	42.9	13.9	101.0	-3.2	-3.5	1.0	-5.5
O=C(COc1ccc2c(-c3ccccc3)cc(=O)oc2c1)NCC1CCC(C(=O)O)CC1 (stereo not drawn)	-49.3	16.0	-4.9	-7.8	104.0	-1.0	9.0	4.0	-1.6
CC(=O)c1cc(NC(=O)c2ccc(C)cc2)c(=O)oc1C	-0.8	10.6	8.7	-1.8	101.0	-1.6	8.3	1.0	-0.9
CCOc1ccc(CN2C(=O)c3ccccc3Sc3ccc(C(=O)NCCCN4CCOCC4)cc32)cc1	15.6	-32.8	-9.7	-1.4	121.0	2.2	-0.3	2.0	-0.2
CCCNc1nc(Nc2ccc(C)c(Cl)c2)c2cnn(C)c2n1	1.9	-19.2	15.8	3.3	114.0	-1.9	-7.0	9.0	-2.2
COC(=O)/C=C1\NC(=O)C(C)S1 (stereo not drawn)	-0.2	-9.1	16.2	-9.3	100.0	-0.4	18.3	-5.0	-1.7
Cn1cncc1COC(=O)c1ccc(Cl)cc1	-8.5	-11.0	21.2	-13.9	102.0	0.7	11.0	3.0	-0.2
CC(=O)N/C(=C\c1ccccc1)C(=O)OCC(=O)N1CCCCCC1	-9.6	0.8	11.2	-3.9	100.0	-1.4	3.2	0.0	-1.9
O=C(CN1C(=O)c2cccc3cccc1c23)NCC1CCCO1 (stereo not drawn)	-5.1	-2.8	4.8	2.6	94.0	-2.3	36.2	7.0	-1.2
O=S(=O)(/N=C(/Nc1cccc2ccccc12)c1ccccc1)c1ccccc1	-27.9	-7.3	-2.7	2.2	97.0	-2.0	5.6	-2.0	-2.7
Nc1nc(-c2ccc(C(=O)O)cc2)cs1	0.3	0.6	8.5	3.0	100.0	0.9	29.4	0.0	-1.1
Cc1ccc(NC(=O)c2sc3nc4c(c(-c5ccco5)c3c2N)CCC4)cc1	-13.3	27.5	-12.1	4.5	86.0	0.5	20.9	-4.0	-1.5
O=C(O)CC1CCC(=C(Cl)Cl)C1 (stereo not drawn)	3.9	1.1	-3.2	64.2*	104.0	-1.7	-11.2	2.0	-1.0
Cc1cc2cc(C)c(NCCNC(=O)c3ccccc3)nc2cc1C	27.9	-38.9	-19.7	-1.8	111.0	-0.7	-22.5	6.0	-2.6
O=C(N/N=C\c1ccc(CN(Cc2ccc(Cl)cc2)S(=O)(=O)c2ccccc2)o1)C(=O)Nc1ccc(F)cc1	-3.4	-0.1	18.8	-7.7	nt	-3.3	21.8	nt	-2.5
Cc1nc2oc3ccc(F)cc3c(=O)c2cc1C(=O)O	-0.4	9.4	10.3	2.8	100.0	-1.8	-6.8	5.0	-2.5
CCCCOc1ccc(Cc2c(O)nc(SC)[nH]c2=O)cc1	-0.3	2.7	11.7	-1.7	101.0	-2.1	2.6	8.0	-2.4
CCOC(=O)NC(=O)CSc1nc(-c2ccc(C)c(C)c2)cn1-c1ccccc1	-17.7	8.0	25.3	2.9	91.0	-5.1	-5.4	-2.0	-2.9

Going on with the list:
SMILES	DNA FID counter	HCV NS3 hel inh	NALP1 yeast inh	M18AAP inhibitor	MEKK2 WT-MEK5	VIM-2 inh	UBC9 SUMO inh	MEKK2mut PB1 HTS	IMP-1 inhibitor
CC1(C)CC(=O)N(CC(=O)NCc2ccccc2)c2ccccc2S1(=O)=O	-8.5	-2.1	16.4	-11.6	107.0	-0.2	-15.0	5.0	-0.3
COC(=O)C(Cc1ccccc1)NS(=O)(=O)c1ccccc1Br (stereo not drawn)	nt	nt	-1.6	nt	91.0	nt	4.4	-10.0	nt
C=CCSc1nc(Cc2ccc(Cl)cc2)nc2ccccc12	-0.5	0.8	13.8	-1.4	103.0	-0.7	-3.0	-2.0	-1.9
Cc1cccc(CCNC(=O)C2CCC(=O)N(Cc3ccc(Cl)cc3)C2)n1 (stereo not drawn)	-16.4	0.8	4.4	-1.2	104.0	-1.4	-1.1	3.0	-2.6
Cc1ccccc1Nc1nc(Cl)c(C=O)s1	1.8	5.3	-8.1	-17.9	88.0	1.2	29.8	-1.0	-0.6
Cc1ccc(C(=O)COC(=O)CCCC(=O)NC2CCCCC2)cc1[N+](=O)[O-]	-5.8	1.0	17.2	-11.0	102.0	1.1	5.8	-1.0	-1.9
COc1ccc(-n2c(Cc3cc(=O)[nH]c(=O)[nH]3)nnc2SCc2ccccc2)cc1	-17.4	6.9	7.1	3.4	108.0	-0.5	9.9	5.0	-3.2
COc1ccc(CNC(=O)CC(C)CC2=NS(=O)(=O)c3ccccc3N2)cc1 (stereo not drawn)	-14.5	14.6	33.5	-5.3	106.0	-0.7	4.3	5.0	-3.9
COc1ccc(CNC(=O)CSCc2cnn(-c3ccccc3)c2-n2cccc2)cc1	-32.2	-5.7	10.1	-15.8	95.0	-4.4	2.1	-3.0	-4.2
CC(C)(C)C(=O)O/N=C1/C(=O)N(c2ccccc2)c2ccccc21	-6.0	4.2	-0.8	-11.7	103.0	-0.7	-3.1	-2.0	-0.7
Cc1c(O)ccc2c(CC(=O)N[C@@H](Cc3ccc(O)cc3)C(=O)O)cc(=O)oc12	-2.2	2.5	16.5	-7.0	108.0	-0.8	53.1*	11.0	-3.8
COc1cc(NC(=O)c2cccs2)c(OC)cc1NC(=O)Cc1ccccc1	-30.1	-3.3	0.9	2.8	99.0	-3.6	-1.3	7.0	-4.4
O=C1/C(=C/c2ccc([N+](=O)[O-])cc2)C=C(c2ccccc2)N1c1ccccc1	2.4	7.3	20.3	1.9	83.0	-2.2	-0.6	-4.0	-1.4
CC1(C)c2[nH]c3ccccc3c2C[C@H]2C(=O)N(CCCO)CC(=O)N21	-11.1	1.9	9.5	3.9	103.0	-3.3	8.8	0.0	-1.1
O=C(Cn1cnc2cc([N+](=O)[O-])ccc2c1=O)NCc1ccccc1	4.4	-2.1	-11.1	3.2	99.0	-2.2	20.5	-2.0	0.3
Cc1nc([N+](=O)[O-])cn1-c1ccc(N)cc1	-3.3	3.0	21.0	-1.4	91.0	-2.6	5.2	14.0	-2.5
Cc1ccc(Cn2c(=N)c(C(=O)NCC3CCCO3)cc3c(=O)n4ccccc4nc32)cc1 (stereo not drawn)	-0.3	-9.0	3.4	4.3	100.0	3.0	16.6	-2.0	-3.0
Cc1ccc(Cl)cc1NC(=O)CN1C(=O)COc2ccc(S(=O)(=O)N3CCOCC3)cc21	-22.2	-1.2	4.3	-5.2	99.0	0.2	nt	2.0	-1.1
CC(C)(C)c1ccc(/C=N/N2C(=O)CSC2=S)cc1	-18.8	14.9	-1.9	30.8*	97.0	-2.5	-3.5	-6.0	2.7
Cc1ccc(C)n1NC(=O)c1ccccc1Cl	-10.8	12.0	-2.9	6.4	99.0	-3.2	26.4	2.0	-3.0
COc1ccc(NC(=O)CCn2ccnc2)c(OC)c1	-2.1	4.2	11.0	-3.9	94.0	-0.6	-3.1	-1.0	-1.0
O=C(NNCC(O)COc1ccccc1)c1ccccc1 (stereo not drawn)	-5.7	-3.4	32.2	0.1	105.0	-1.3	-15.5	0.0	-2.1
CCCCn1c(=O)c(C(=O)OCC)c(O)c2ccccc21	-4.5	2.0	2.7	-0.4	106.0	-1.3	1.3	4.0	-1.4
CN(C)CCCNC(=O)N1c2ccccc2Sc2ccccc21	4.4	-6.1	15.9	2.5	108.0	-1.0	9.4	2.0	-2.5
COc1cc2c(cc1OC)CN(CC(=O)Nc1ccc(C#N)cc1)CC2	-0.8	3.0	1.1	-2.6	95.0	-1.6	30.5	-1.0	-1.7

Quoted at random: two records from the list.
SMILES	DNA FID counter	HCV NS3 hel inh	NALP1 yeast inh	M18AAP inhibitor	MEKK2 WT-MEK5	VIM-2 inh	UBC9 SUMO inh	MEKK2mut PB1 HTS	IMP-1 inhibitor
Cc1c(O)ccc2c(CC(=O)N[C@@H](Cc3ccc(O)cc3)C(=O)O)cc(=O)oc12	-2.2	2.5	16.5	-7.0	108.0	-0.8	53.1*	11.0	-3.8
CC1(C)CC(=O)N(CC(=O)NCc2ccccc2)c2ccccc2S1(=O)=O	-8.5	-2.1	16.4	-11.6	107.0	-0.2	-15.0	5.0	-0.3

(cont.)
SMILES	DNA FID counter	HCV NS3 hel inh	NALP1 yeast inh	M18AAP inhibitor	MEKK2 WT-MEK5	VIM-2 inh	UBC9 SUMO inh	MEKK2mut PB1 HTS	IMP-1 inhibitor
CC(C)c1nn2c(=O)cc(CSc3ccccc3NC(=O)c3ccccc3F)nc2s1	-36.4	-5.7	-6.6	2.2	97.0	4.7	2.8	2.0	-2.4
Cc1ccc2nsnc2c1NC(=O)c1ccccc1[N+](=O)[O-]	1.9	6.1	27.3	-0.9	99.0	0.7	11.2	2.0	-4.2
CCc1nnc(NC(=O)CN2CCN(CC)CC2)s1	1.7	9.5	0.1	1.3	108.0	-2.5	12.7	13.0	-1.7
CC[C@@H](C)[C@H](NC(=O)CCc1c(C)c2cc3c4c(oc3c(C)c2oc1=O)CCCC4)C(=O)O	-12.4	19.9	12.1	-13.6	103.0	2.0	11.3	1.0	-0.5
O=C(NC1CCCCC1)NC1CC2CCCC(C1)N2C1CCCC1 (stereo not drawn)	1.0	3.1	6.3	0.8	121.0	-4.7	11.4	5.0	-0.8
COC(=O)c1cn(C(=O)OC)c2ccccc12	3.3	3.9	36.3	7.0	112.0	0.8	-7.4	6.0	-6.0
Cc1nn(C(=O)c2cccnc2)c(C)c1C	-2.4	10.0	2.5	-7.4	99.0	-5.8	-16.2	2.0	-5.4
Cc1nnc(NC(=O)Nc2cccc(Cl)c2)s1	-6.0	0.1	38.7	3.6	111.0	-0.3	20.8	10.0	-2.9
CN(C)CCOc1ccccc1C(C)(C)C	6.3	-18.7	30.6	6.8	103.0	-3.1	11.8	2.0	0.3
COc1ccc(CNC(=O)c2csc(Cc3ccc(OC)cc3)n2)cc1	-23.0	-5.9	8.4	-3.3	113.0	-1.7	18.0	3.0	-1.2
COC(=O)c1sc(NC(=O)c2ccoc2C)nc1C	-5.0	1.6	22.0	-1.3	100.0	-5.3	11.1	0.0	-4.4
C=CCOC(=O)C1=C(C)Nc2ncnn2C1c1cccs1 (stereo not drawn)	-2.6	11.6	-17.4	-5.8	100.0	-4.1	11.8	4.0	-4.0
